# Growth percent in the NCI-60 one-dose screen (48 h, 10 µM unless noted): 100 = growth as untreated, 0 = no growth, -100 = all killed.
# MCF7 = MCF7 breast cancer. AID 1794796. 6.3% of 82,000 active
# BT-549 = BT-549 breast cancer. 4.4% of 78,000 active
# MDA-MB-231 = MDA-MB-231 breast cancer. 5% of 81,000 active. AID 1794789
# MALME-3M = MALME-3M melanoma. AID 1794766. 5.8% of 78,000 active
# LOX IMVI = LOX IMVI melanoma. 7.4% of 79,000 active
# HS 578T = HS 578T breast cancer; 4.1% of 78,000 active
# SK-MEL-2 = SK-MEL-2 melanoma; 4.7% of 77,000 active; AID 1794763
# T-47D = T-47D breast cancer; 5% of 79,000 active
# Starred values were filed as active, the others as inactive; · = no result given; & = joins results of further samples. The calls were made as follows: active = growth percent below 10; inactive = the rest.
SMILES,MCF7,BT-549,MDA-MB-231,MALME-3M,LOX IMVI,HS 578T,SK-MEL-2,T-47D
O=C(Cn1cc(COn2nnc3ccccc32)nn1)Nc1ccc(Cl)cc1,102,109,103,115,95,106,100,90
O=C1NC(=O)C(Cc2ccc(OCc3ccc(-c4cc(F)c(F)c(F)c4)cc3)cc2)S1 (stereo unspecified),84,·,77,93,77,83,94,58
CCN(CC)CCNC1CC(C)CC(C)(C)C1 (stereo unspecified),99,102,98,109,99,106,·,90
COc1ccc2nc(Cl)c(-c3nc4ccccc4s3)cc2c1,78,119,75,106,94,81,93,118
c1ccc2c(c1)Sc1ccccc1C2NCN1CCOCC1,95,87,91,98,99,98,115,85
[2H]C([2H])([2H])Oc1ccc(/C=C/C(=O)/C=C(/C=C/c2ccc(OC([2H])([2H])[2H])c(OC([2H])([2H])[2H])c2)OB(F)F)cc1OC([2H])([2H])[2H],54,88,105,81,49,95,91,91
CCOP(=O)(Cc1c(Cl)c(Cl)c(CP(=O)(OCC)OCC)c(Cl)c1Cl)OCC,102,98,100,135,63,115,106,96
COc1cc(/C=C\c2cc(OC)c(OC)c(OC)c2)cc(N)c1OC,85,76,89,78,87,90,74,83
Cc1c(C(=O)Nc2cccc(S(=O)(=O)N3CCCC3)c2)nnn1-c1ccccc1,59,69,76,73,68,90,79,32
O=C(O)c1ccc(NC(=S)NC(=O)c2ccc(Cl)c(Cl)c2)cc1,79,·,86,88,92,69,98,90
CC(=O)OCC1O[C@@H](O[C@@H]2O[C@H](CO[Si](C)(C)C(C)(C)C)[C@H]3CCCC[C@@H]23)[C@@H](OC(C)=O)C(OC(C)=O)[C@@H]1OC(C)=O (stereo partly specified),92,102,92,99,95,90,88,80
NCCCNc1nc2ccc(F)cc2c2c(=O)c3cc(F)ccc3sc12,65,92,24,90,45,87,108,88
CCCCCc1cc(O)cc2c1Oc1cc(O)cc(C(=O)CCCC)c1C(=O)O2,43,61,105,92,86,84,74,62
CCOC(=O)c1cc2c(n1C)-c1nc(N)sc1CCC2,59,80,61,90,86,60,98,61
CCCCCCCC/C=N/Nc1ccc([N+](=O)[O-])cn1,92,124,89,96,90,100,104,85
CCNc1ncnc2c1cnn2C1CCCO1 (stereo unspecified),102,105,110,110,111,113,116,104
C=C(C)[C@@H]1C[C@@H]2Cc3ccc(Cl)c(C)c3N1O2,107,101,92,120,99,97,96,89
COc1ccc(/C=N/NC(=O)C2CCCCC2)c(OC)c1OC,98,104,98,101,107,106,98,87
Cc1ccc2nc(-c3ccc(N)c(S(=O)(=O)O)c3)sc2c1,100,132,110,133,90,103,109,92
COc1ccc(Cc2n[nH]c(=S)n2-c2cc(C)ccc2C)cc1OC,97&97,131&99,105&97,109&112,99,102&118,106&86,103&98

# Next section, starting with the last two of the part before.
SMILES,MCF7,BT-549,MDA-MB-231,MALME-3M,LOX IMVI,HS 578T,SK-MEL-2,T-47D
Cc1ccc2nc(-c3ccc(N)c(S(=O)(=O)O)c3)sc2c1,100,132,110,133,90,103,109,92
COc1ccc(Cc2n[nH]c(=S)n2-c2cc(C)ccc2C)cc1OC,97&97,131&99,105&97,109&112,99,102&118,106&86,103&98
O=C1NC(=O)N2CCSC2(Cc2ccccc2)N1 (stereo unspecified),102,106,88,128,98,107,104,·
O=C(O)COc1ccc(F)c(Cl)c1,99,84,118,108,99,99,111,97
O=Cc1cc2ccccc2nc1Oc1ccc(Cl)cc1,73,94,83,106,85,89,101,89
NS(=O)(=O)Oc1cccc(-c2nc3sccn3c2-c2ccccc2)c1,26,54,60,41,50,47,56,36
CCOc1ncc([N+](=O)[O-])c(OCC)n1,94,105,97,129,101,121,103,106
CN1C(=O)CNC(=O)[C@H](NC(=O)c2nc3ccccc3cc2O)CSSC[C@H]1C(=O)O,104,104,112,106,104,101,95,83
O=C1/C(=C/c2ccc(Cl)cc2)Sc2c(Br)cccc21,42,96,85,81,88,97,97,69
COc1cc(NCc2cn(-c3ccc(C(=O)O)cc3)nc2-c2ccc(C(=O)O)cc2)cc(OC)c1OC,93,96,76,81,96,96,102,94
CCn1c(SCC(=O)N/N=C/c2ccccc2)nc2c1c(=O)n(C)c(=O)n2C,95,103,98,96,95,99,111,101
CCCN(CCC)CCc1cccc2c1CC(=O)N2,·,99,111,93,93,103,121,102
COc1cc(-c2nc3sc(C4CC4)nn3c2-c2cccc(F)c2)cc(OC)c1OC,67,79,67,74,83,76,18,61
CNC(=O)c1cc(N2CCc3c2ccc(NC(=O)Nc2ccc(N4CCOCC4)c(C(F)(F)F)c2)c3F)ccn1,83,93,96,68,94,67,104,84
N#C/C(=C\c1cccc(F)c1)c1nc(N)nc(Nc2ccc(S(N)(=O)=O)cc2)n1,89,113,94,99,96,102,98,93
COc1ccc(/C=C/c2nc3ccccc3nc2/C=C/c2ccc(OC)cc2)cc1,81,104,111,109,102,91,101,78
N=S(=O)(NC(=O)c1ccc(Cl)cc1Cl)c1ccc(Cl)cc1 (stereo unspecified),100,103,109,·,102,98,133,94
Cc1ccc(S(=O)(=O)c2nc(S(C)(=O)=O)sc2N2CCNCC2)cc1,82,86,111,90,83,104,94,89
O=C1OCN(c2ccc(Cl)cc2)c2ccccc21,79,90,77,112,88,98,99,70
COc1ccc(NCC(=O)N2CCN(c3ncnc4c3cnn4-c3ccccc3)CC2)cc1,43,46,78,68,67,84,44,26
CC12C(=O)OC(=O)C1(O)C1c3ccccc3C2c2ccccc21 (stereo unspecified),92,112,112,113,100,103,113,104
O=C(CN1C(=O)c2ccccc2C(=O)N(Cc2ccc(Cl)cc2)C2CCCCC21)NC12CC3CC(CC(C3)C1)C2 (stereo unspecified),77,104,67,104,79,79,84,66

# Single values from the list:
# Under T-47D, CN1C(=O)CNC(=O)[C@H](NC(=O)c2nc3ccccc3cc2O)CSSC[C@H]1C(=O)O is listed with 83
# Under MCF7, O=C1NC(=O)N2CCSC2(Cc2ccccc2)N1 (stereo unspecified) is listed with 102
# Under MDA-MB-231, CCCN(CCC)CCc1cccc2c1CC(=O)N2 is listed with 111
# Under T-47D, COc1cc(NCc2cn(-c3ccc(C(=O)O)cc3)nc2-c2ccc(C(=O)O)cc2)cc(OC)c1OC is listed with 94

# Returning to the listing with the 5 entries that preceded the break.
SMILES,MCF7,BT-549,MDA-MB-231,MALME-3M,LOX IMVI,HS 578T,SK-MEL-2,T-47D
Cc1ccc(S(=O)(=O)c2nc(S(C)(=O)=O)sc2N2CCNCC2)cc1,82,86,111,90,83,104,94,89
O=C1OCN(c2ccc(Cl)cc2)c2ccccc21,79,90,77,112,88,98,99,70
COc1ccc(NCC(=O)N2CCN(c3ncnc4c3cnn4-c3ccccc3)CC2)cc1,43,46,78,68,67,84,44,26
CC12C(=O)OC(=O)C1(O)C1c3ccccc3C2c2ccccc21 (stereo unspecified),92,112,112,113,100,103,113,104
O=C(CN1C(=O)c2ccccc2C(=O)N(Cc2ccc(Cl)cc2)C2CCCCC21)NC12CC3CC(CC(C3)C1)C2 (stereo unspecified),77,104,67,104,79,79,84,66
COc1ccc(-c2csc(NC(=O)c3ccc(Cc4n[nH]c(=O)c5cccnc45)cc3)n2)cc1,77,-18*,80,87,90,99,110,69
CC(=O)NS(=O)(=O)c1ccc(Nc2ccnc(SCC(=O)c3ccc(Cl)cc3)n2)cc1,100,·,111,108,100,102,98,88
CCN1C(=O)N(CC)C2Nn3c(s/c(=C\c4ccccc4Br)c3=O)=NC21 (stereo unspecified),17,19,20,59,21,11,48,62
NS(=O)(=O)c1ccc(CCn2c(-c3c(F)c(F)c(F)c(F)c3F)nc(-c3ccccc3)c2-c2ccccc2)cc1,88,119,101,99,99,120,111,105
COc1cc(CNC2CCCCC2)ccc1O,103,110,116,102,100,111,100,93
COc1c2occc2c(OC)c2c(=O)c(C(C)=O)c(C)oc12,96,110,105,106,100,107,106,96
COC(=O)c1c(O)cc(OC)cc1OC,95,·,111,·,97,107,117,140
O=C(O)CC(C(=O)O)N1C(=O)CSC1=S (stereo unspecified),91,122,97,107,95,91,99,93
O=S(=O)(NC1c2ccccc2Oc2ccccc21)c1cc(Cl)ccc1Cl,92,91,97,102,96,102,103,74
C=C(CN1CC=CCC1)[C@@H]1CC[C@]2(COC(C)=O)CC[C@]3(C)[C@H](CC[C@@H]4[C@@]5(C)CC[C@H](OC(C)=O)C(C)(C)[C@@H]5CC[C@]43C)[C@@H]12,101,98,108,109,102,103,101,97
N#CC(C#N)=C(C#N)NCc1ccco1,91,107,123,100,96,101,93,93
Cc1cc(C)c(C(=O)Sc2ccccc2)c(C)c1,97,96,95,97,98,101,95,80
CC(=O)ON1CCCC(P(=O)(NCc2ccc(F)cc2)OCc2ccc([N+](=O)[O-])o2)C1=O (stereo unspecified),106,108,117,113,97,113,108,99
CCCCC(CC)C(=O)OC(C)C(=O)N(CCCC)CCCC (stereo unspecified),93,·,116,100,98,103,109,90
CN1CCN(CCc2cc3c(cc2Cl)N(Cc2ccc(-c4ccccc4-c4nn[nH]n4)cc2)C(=O)C3)CC1,103,98,91,107,89,82,141,103
Cc1c(C(=O)NO)sc2ncnc(Nc3cccc4[nH]cnc34)c12,95,114,102,110,98,106,116,108
CCOC(=O)c1c2ccncc2n2c(=O)n(-c3ccc(Cl)cc3)nnc12,69,48,96,100,66,88,110,55
O=[N+]([O-])c1cc2ccccc2c(O)c1O,91,111,112,122,98,92,98,92
CCOC(=O)CC1CSC(Nc2ccccc2)=N1 (stereo unspecified),90,114,105,102,97,103,97,88
CCOC(=O)C1=C(C)N(c2ccc(C(C)=O)cc2)C2(O)C(Cl)=C(Cl)C(O)=C(C#N)C12C#N (stereo unspecified),104,113,116,94,98,112,110,100

# Compounds listed so far containing a nitro group on carbon (four):
SMILES,MCF7,BT-549,MDA-MB-231,MALME-3M,LOX IMVI,HS 578T,SK-MEL-2,T-47D
CCCCCCCC/C=N/Nc1ccc([N+](=O)[O-])cn1,92,124,89,96,90,100,104,85
CCOc1ncc([N+](=O)[O-])c(OCC)n1,94,105,97,129,101,121,103,106
CC(=O)ON1CCCC(P(=O)(NCc2ccc(F)cc2)OCc2ccc([N+](=O)[O-])o2)C1=O (stereo unspecified),106,108,117,113,97,113,108,99
O=[N+]([O-])c1cc2ccccc2c(O)c1O,91,111,112,122,98,92,98,92

# Carrying on:
SMILES,MCF7,BT-549,MDA-MB-231,MALME-3M,LOX IMVI,HS 578T,SK-MEL-2,T-47D
CC[C@]12C=CCN3CC[C@]4(C(=C(C(=O)OC)C1)Nc1cc5c(cc14)[C@@H]1[C@H](O5)[C@@H](O)[C@@]4(CC)CC(C(=O)OC)=C5Nc6cc(O)ccc6[C@@]56CCN1C46)C32 (stereo partly specified),3.3*,19,21,19,-84*,-7.0*,16,6.9*
Clc1ccccc1-c1ccc(-c2nn3c(Cc4ccccc4)nnc3s2)o1,85,104,101,100,110,96,118,95
C=C1CC2(OC1=O)C(=O)N(C)c1ccc(I)cc12 (stereo unspecified),-67*,·,-2.2*,-77*,-65*,-5.2*,-73*,-83*
CCCCCCCC(=O)Nc1nc2[nH]c(CN3CCN(Cc4cccc(I)c4)CC3)c(CN3CCN(Cc4cccc(I)c4)CC3)c2c(=O)[nH]1,-94*,-4.0*,-90*,-50*,-97*,-41*,-34*,-62*
O=C(Cc1ccccc1)NC/C=N/O,100,·,133,105,104,·,132,95
Cc1cc(C)n(Cc2ccc(Cl)cc2Cl)c(=O)c1C#N,97,97,93,90,·,102,104,99
S=P(N1CC1)(N1CC1)N1CC1,70,86&102,103&100,98&98,81&99,126&113,93&116,98&103
COC1CC(N)C2OC(c3ccccc3)OCC2O1 (stereo unspecified),93,106,98,106,99,97,114,107
NC(=S)N/N=C1\c2ccccc2-c2c(F)c(F)c(F)c(F)c21,29,·,·,74,87,107,·,8.6*
Ic1ncnc2nc[nH]c12,106,107,98,106,93,133,115,100
NNC(=O)C1C(O)CCC2CN3CCc4c([nH]c5ccccc45)C3CC21 (stereo unspecified),103,98,94,114,102,96,107,98
OC(c1ccccc1)C(Cc1ccccc1)N1CCCCC1 (stereo unspecified),98,98,98,93,93,94,85,96
O=C(CN1C(=O)/C(=C/c2cccs2)SC1=S)NCCc1c[nH]c2ccc(F)cc12,92,101,98,102,92,104,113,106
